Vif inh – blocks HIV Vif function; inhibition, % at 7.49 µM; HEK293T cells, Vif self-association by quenched fluorescence, imaging, 24 h; 0.35% of 340,000 active; AID 602346; in the data active = inhibition above about 50%, passing the limit was not always enough; note: some results filed as inactive read as strong as hits
Granule exo inh – blocks lytic granule exocytosis. TALL-104 LAMP-1 surface exposure, flow cytometry; cells stimulated with thapsigargin and PMA. inhibition, % at 10 µM. 0.66% of 360,000 active. AID 651702;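 active = inhibition above about 55%, limit read from the data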
TLR9-MyD88 inh – inhibitors of human TLR9-MyD88 binding; Q9NR96+Q99836; CHO BLA complementation TLR9-MyD88, CCF4 FRET ratio; inhibition, % at 4.98 µM; 0.21% of 340,000 active;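 active = inhibition above the mean over all tested compounds plus 3 SD, cut at about 21% in these data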;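 note: 0% = DMSO only wells and 100% = clavulanate BLA inhibitor control wells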
ABHD5-PLIN5 inh – blocks binding of human ABHD5 to perilipin-5; AID 602281; 0.78% of 360,000 active; Split G. princeps luciferase complementation, luminescence, 4 h; inhibition, % at 4 µM; Q00G26+Q8WTS1;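 active = inhibition above the mean inhibition across every tested compound plus 3 SD, cut at about 22% in these data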;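 note: 0% = DMSO only wells and the 100% control is not disclosed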
MC4R antag cAMP – antagonists of human melanocortin 4 receptor (MC4R). P32245. MC4R-expressing cells, MTII-stimulated cAMP, LANCE TR-FRET. inhibition, % at 6.5 µM. 0.48% of 360,000 active. AID 540295;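 active = inhibition above its plate's cutoff, the mean of tested wells on that plate plus 3 SD, cut at about 29% in these data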;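 note: 0% = Melanotan II alone and 100% = Melanotan II plus saturating MCL0020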
Target sequence (P32245 whole entry, looked up): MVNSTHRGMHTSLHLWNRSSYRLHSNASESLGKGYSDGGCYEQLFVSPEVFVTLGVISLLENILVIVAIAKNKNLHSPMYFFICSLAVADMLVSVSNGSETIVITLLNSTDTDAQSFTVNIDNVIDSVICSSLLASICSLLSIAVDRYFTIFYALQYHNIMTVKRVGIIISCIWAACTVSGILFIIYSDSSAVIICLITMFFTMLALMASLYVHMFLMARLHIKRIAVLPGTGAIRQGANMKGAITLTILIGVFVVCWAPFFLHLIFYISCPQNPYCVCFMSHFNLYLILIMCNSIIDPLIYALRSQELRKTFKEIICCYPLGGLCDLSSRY
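System – human MC4R-expressing U2OS cells · Also added – Melanotan II · Dosing – one concentration, 6.5 µM nominal · Timing – 30-min compound, 1-h challenge, 1-h detection, room temperature · Measured by – Eu-cAMP/anti-cAMP TR-FRET, emission 671 nm · Replicates – singlicate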
MC4R barr agon – agonists of human melanocortin 4 receptor (MC4R) beta-arrestin | P32245 | U2OS MC4R beta-arrestin complementation, luminescence; percent of melanotan II response, DMSO zero | activation, % at 8.9 µM | 0.98% of 360,000 active | AID 540308;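 active = activation above a per-plate cutoff, the mean activation of sample wells on that plate plus 3 SD, cut at about 8% in these data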
ABCB6 inh MLPCN – inhibitors of human ABC transporter ABCB6. K562-ABCB6 porphyrin accumulation, flow cytometry, 1 h; active compounds read low. Q9NP58. AID 602162. fluorescence ratio to DMSO, % at 10 µM. 0.19% of 360,000 active;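 active = fluorescence ratio to DMSO below 75%, the collection mean minus 3 SD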;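 note: signal is porphyrin accumulated inside mitochondria; 100% equals median channel fluorescence of DMSO control wells; lower ratio means ABCB6 inhibition with less porphyrin fluorescence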
NOD2-RIPK2 inh – NOD2-RIPK2 protein interaction inhibition. O43353. 0.38% of 360,000 active. CHO BLA complementation NOD2-RIPK2, CCF4 ratio. inhibition, % at 4.98 µM; in the data active = inhibition above about 21%;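 note: 0% = vehicle only and 100% = reference blocker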
Target sequence (O43353 whole entry, looked up): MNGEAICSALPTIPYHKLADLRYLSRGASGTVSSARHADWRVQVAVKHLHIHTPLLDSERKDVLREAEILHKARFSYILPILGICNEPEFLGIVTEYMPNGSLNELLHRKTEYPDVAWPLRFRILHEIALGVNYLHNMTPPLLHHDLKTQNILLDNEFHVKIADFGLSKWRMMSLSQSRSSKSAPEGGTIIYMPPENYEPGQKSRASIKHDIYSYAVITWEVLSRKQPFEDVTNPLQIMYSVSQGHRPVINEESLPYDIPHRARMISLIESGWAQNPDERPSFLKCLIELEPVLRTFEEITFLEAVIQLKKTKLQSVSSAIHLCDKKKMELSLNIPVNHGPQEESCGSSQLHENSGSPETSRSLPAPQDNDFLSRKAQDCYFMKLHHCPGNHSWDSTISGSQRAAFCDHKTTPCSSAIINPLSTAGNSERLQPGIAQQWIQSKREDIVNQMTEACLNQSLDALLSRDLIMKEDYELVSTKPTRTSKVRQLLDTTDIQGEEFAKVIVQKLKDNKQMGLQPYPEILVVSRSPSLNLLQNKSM
Glyco luc inh – blocks N-linked glycosylation in D54 reporter cells. reporter increase, % at 12.5 µM. D54 ERlucT glycosylation luciferase reporter, 24 h; percent of 100 nM tunicamycin response. 0.23% of 360,000 active;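 active = mean luciferase reporter signal, scaled so untreated is 0 and the glycosylation-blocking control 100, at or above a set limit in every replicate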;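 note: luciferase carries N-glycosylation sites so blocking glycosylation raises the light; 0% = median of neutral control wells and 100% = median of 100 nM tunicamycin wells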
aDG glyco act – increases alpha dystroglycan glycosylation | Pro5-aDG cells, alpha-DG glycosylation AlphaScreen (IIH6); 0% Pro5, 100% B10-LARGE cell signal | activation, % at 10 µM | 0.22% of 360,000 active | AID 624168;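 active = activation of at least 8% versus controls, or a plate z-score of at least 8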;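 note: Pro5 are CHO cells carrying HIG-tagged alpha-DG that lacks glycosylation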
The depositor's hits bear a star; nt = not tested or not shown. An excerpt; the hit share may differ from the screen's.

smiles	Vif inh	Granule exo inh	TLR9-MyD88 inh	ABHD5-PLIN5 inh	MC4R antag cAMP	MC4R barr agon	ABCB6 inh MLPCN	NOD2-RIPK2 inh	Glyco luc inh	aDG glyco act
CC(=O)Nc1ccc(SCC(=O)Nc2ccc(Cl)cn2)cc1	-5	-2	4	-9	19	-0.7	92	7	2	0.1
c1ccc(-c2ccccc2OCCOCCN2CCCCC2)cc1	-15	5	4	5	1	-1.0	101	-5	-1	2.0
Cc1ccc2[nH]c3c(Cl)ncnc3c2c1	-8	4	nt	5	-4	-0.4	86	-12	1	0.0
COc1ccc(NC(=O)NC2CCCCCCC2)c(OC)c1	2	10	1	-4	11	-0.9	100	7	2	0.9
CCOC(=O)C1(Cc2cccc(Cl)c2)CCCN(C(=O)C(C)(C)C)C1 (configuration not stated)	-2	-10	4	-3	5	1.1	97	9	1	0.1
C/C(CC(=O)NC1CCCCCC1)=N\NC(=O)c1cnccn1	-1	-1	-4	2	3	-0.4	96	3	2	-0.2
Cc1ccc(C)c(N(CC(=O)N2CCCC2)S(C)(=O)=O)c1	2	1	-4	-4	4	-1.3	93	8	-1	-0.1
Cn1c(=O)[nH]c(=O)c2c1nc(N1CCN(CCO)CC1)n2Cc1ccccc1Cl	-1	-5	-13	7	11	-0.2	94	-5	2	0.1
Cc1cccc(N(CC(=O)NC2CCCC2)C(=O)CNC(=O)c2ccco2)c1C	11	4	-3	-2	-1	-2.3	89	4	2	0.1
COc1cccc(/C=N\NC(C)=O)c1OC/C=C/c1ccccc1	-1	3	-5	-4	4	-3.8	96	7	-1	0.5
COc1ccc(CCNC(=O)CN2CCN(Cc3ccc(F)cc3)C2=O)cc1OC	nt	22	1	2	2	0.1	96	-7	-1	0.0
c1ccc(COc2ccccc2CNC2CCCC2)cc1	0	1	-6	1	-7	-2.1	92	-6	-1	0.3
C/C(=N/NC(=O)CNC(=O)COc1cccc(C)c1)c1ccc(Cl)cc1	-6	-3	-6	-5	21	-1.7	96	-2	2	-0.2
Nc1nc(Cn2nnc(-c3ccccc3F)n2)nc(N2CCOCC2)n1	-9	-2	11	0	11	-1.6	87	-8	-4	-0.2
Cc1cc(C(=O)CSc2n[nH]c(N)n2)c(C)n1-c1ccccc1	2	-3	0	2	-5	4.2	94	-9	-5	-0.1

A draw from above in order of SMILES length, highest first:
smiles	Vif inh	Granule exo inh	TLR9-MyD88 inh	ABHD5-PLIN5 inh	MC4R antag cAMP	MC4R barr agon	ABCB6 inh MLPCN	NOD2-RIPK2 inh	Glyco luc inh	aDG glyco act
Cn1c(=O)[nH]c(=O)c2c1nc(N1CCN(CCO)CC1)n2Cc1ccccc1Cl	-1	-5	-13	7	11	-0.2	94	-5	2	0.1
Cc1cccc(N(CC(=O)NC2CCCC2)C(=O)CNC(=O)c2ccco2)c1C	11	4	-3	-2	-1	-2.3	89	4	2	0.1
Cc1cc(C(=O)CSc2n[nH]c(N)n2)c(C)n1-c1ccccc1	2	-3	0	2	-5	4.2	94	-9	-5	-0.1
Cc1ccc(C)c(N(CC(=O)N2CCCC2)S(C)(=O)=O)c1	2	1	-4	-4	4	-1.3	93	8	-1	-0.1
C/C(CC(=O)NC1CCCCCC1)=N\NC(=O)c1cnccn1	-1	-1	-4	2	3	-0.4	96	3	2	-0.2
COc1ccc(NC(=O)NC2CCCCCCC2)c(OC)c1	2	10	1	-4	11	-0.9	100	7	2	0.9
c1ccc(COc2ccccc2CNC2CCCC2)cc1	0	1	-6	1	-7	-2.1	92	-6	-1	0.3
Cc1ccc2[nH]c3c(Cl)ncnc3c2c1	-8	4	nt	5	-4	-0.4	86	-12	1	0.0

(continued)
smiles	Vif inh	Granule exo inh	TLR9-MyD88 inh	ABHD5-PLIN5 inh	MC4R antag cAMP	MC4R barr agon	ABCB6 inh MLPCN	NOD2-RIPK2 inh	Glyco luc inh	aDG glyco act
O=C(CSc1nnc(N2CCOCC2)n1-c1cccc(F)c1)N1CCN(c2ccccn2)CC1	0	-10	-6	8	7	-3.5	97	-9	2	-0.2
COc1ccccc1C(=O)Nc1nnc([C@@H]2C[C@H](O)[C@@H](CO)O2)s1	-5	3	nt	6	5	-0.2	96	4	2	-0.2
CCOC(=O)C1(CC2CCCCO2)CCN(Cc2cn[nH]c2-c2cccc(F)c2)CC1 (configuration not stated)	-1	-3	3	-8	0	0.7	102	-9	2	0.1
CC(C)(C)c1ccc(OCCNC(=O)Cc2ccc(F)cc2)cc1	-1	-5	-5	-8	2	0.7	100	6	1	0.1
COc1ccc(CNC(=O)/C=C/c2ccc(OCCCF)cc2)cc1	10	-3	-10	-8	4	2.9	100	8	-2	0.4
Cc1cccc(S(=O)(=O)N(C)C[C@H]2OCc3cnnn3CCCC(=O)N([C@H](C)CO)C[C@H]2C)c1	18	-2	-5	4	14	-0.1	96	-15	2	-0.3
CCCNc1nc2c(c(=O)[nH]c(=O)n2C)n1Cc1cccc(Br)c1	11	-1	18	-3	-4	-2.8	97	-2	7	-0.3
COc1cc(-c2ccccc2)nc(N)n1	1	-1	-1	-3	11	3.4	96	-3	2	0.1
O=C(NC(=S)NCCN1CCOCC1)c1ccc(Cl)cc1	-1	0	3	1	4	-3.6	104	-20	2	0.0
CCOc1ccccc1NC(=O)c1nnn(CC(=O)Nc2cc(C)cc(C)c2)c1N	0	-1	-1	4	-7	-1.1	102	-9	-1	0.1
COc1cc(OC)cc(C(=O)NCCn2ccc3ccccc32)c1	-10	8	-9	-2	5	0.8	99	1	-3	-0.1
O=C(Nc1ccc(F)cc1F)c1ccc(COc2c(F)c(F)cc(F)c2F)o1	-2	-3	-2	-6	19	0.4	96	-9	-1	-0.1
COC1CCN(C(=O)c2ccc3oc(C(C)C)nc3c2)CC1	3	0	-2	-1	4	-1.7	105	-2	1	-0.3
COc1ccccc1NC(=O)C/C(C)=N/NC(=O)C12CC3CC(CC(C3)C1)C2	-2	1	1	5	11	-1.4	98	-4	-3	-0.7
COc1ccc(OC)c(Nc2nc(C)nc3c2oc2ccccc23)c1	nt	38	-1	-4	0	2.8	95	6	-2	0.1

(continued)
smiles	Vif inh	Granule exo inh	TLR9-MyD88 inh	ABHD5-PLIN5 inh	MC4R antag cAMP	MC4R barr agon	ABCB6 inh MLPCN	NOD2-RIPK2 inh	Glyco luc inh	aDG glyco act
O=C(Nc1ccc2nsnc2c1)N1CCCCCC1	10	-2	-9	-7	13	-0.6	93	-5	0	0.1
COCCN(C(=O)CNC(=O)c1ccco1)C(C(=O)NC1CCCC1)c1ccc(OC)c(OC)c1 (configuration not stated)	6	-12	-4	-2	-3	0.8	97	-7	1	0.1
COc1ccc2ccccc2c1CNC(C)CCc1ccccc1 (configuration not stated)	3	50	-4	2	4	0.8	96	-3	8	0.2
CNC(=O)C[C@H]1C(=O)N(c2ccc(OC)cc2)C[C@@H]1C	1	-2	6	2	-2	-0.7	102	-2	0	0.0
Cc1ccc(NC(=O)NCCN2CCN(C(=O)Nc3ccc(C)cc3)CC2)cc1	-10	11	1	-5	16	1.1	95	-1	3	0.3
Cc1ccc(-n2ncc(C(=O)NCC3CCN(C4CCCC4)C3)c2C2CCN(C(=O)OC(C)(C)C)CC2)cc1C (configuration not stated)	-2	-4	-1	8	9	-1.6	99	-2	-7	0.4
COc1ccc(CN2CC(COCc3ccccc3)Oc3ccccc3S2(=O)=O)cc1 (configuration not stated)	-1	0	-4	-5	3	-2.3	112	-2	-4	0.3
COc1cccc(NC2CC(=O)N(CCc3ccccc3)C2=O)c1 (configuration not stated)	6	3	-4	-3	10	0.6	90	5	1	0.0
Cc1nc2cc3ccccc3cc2s1	13	1	-4	1	-7	-1.6	98	-1	1	-0.1
Cc1cc(C)c(S(=O)(=O)NCCCn2ccnc2)cc1C	-1	2	-10	-9	11	-0.5	100	4	-1	0.1
NC(=O)c1ccc(Cl)c2ccccc12	0	3	-1	-3	18	-1.2	112	0	-1	0.0
Cn1c(C(=O)N2CCN(c3cccc(C(F)(F)F)c3)CC2)cc2sccc21	-18	-4	-2	-7	5	0.1	89	-14	0	0.1
O=C(Nc1ccc(N2CCOCC2)cc1N1CCOCC1)c1ccco1	16	-7	-6	-2	-3	0.4	91	1	2	0.0
COc1ccc(-n2c(=S)[nH]c3cc(C(=O)O)ccc3c2=O)cc1	1	-3	-6	1	7	-1.6	97	12	0	-0.2
CCOC(=O)CSc1n[nH]c(NC(C)=O)n1	-3	0	-2	2	-1	-0.2	92	0	1	-0.3

(cont.)
SMILES,Vif inh,Granule exo inh,TLR9-MyD88 inh,ABHD5-PLIN5 inh,MC4R antag cAMP,MC4R barr agon,ABCB6 inh MLPCN,NOD2-RIPK2 inh,Glyco luc inh,aDG glyco act
FC(F)C(F)(F)Oc1cccc(Nc2nccn3c(-c4ccc5ccccc5c4)cnc23)c1,-14,31,nt,-9,-2,-1.3,95,-9,16,0.3
CCc1nnc(NC(=O)CSc2nnc(-c3ccccc3O)n2-c2ccc(C)cc2C)s1,nt,11,-1,-4,8,2.8,192,-1,6,-0.1
Cc1onc(-c2ccccc2Cl)c1C(=O)N1CCc2ccccc21,-4,12,-3,0,11,0.9,99,4,-3,0.3
O=C(O)c1cncc(C#CCC2CCCCC2)c1,-12,4,2,-4,2,-2.3,99,-5,3,0.1
Cc1csc(=O)n1CC(=O)Nc1ccc(Cl)cc1F,7,-3,0,1,8,-1.4,99,-11,-3,-0.3
CCOc1ccc(C2CC(=O)NC3=C2C(=O)CCC3)cc1 (configuration not stated),-10,0,-8,5,3,-1.5,92,4,0,-0.4
NC(=O)Nc1ccc(C(=O)OCC(=O)N2CCc3ccccc3C2)cc1,-5,8,0,-3,1,-1.7,98,4,3,0.0
FC(F)(F)c1cc(Oc2ccccc2Cl)nc(-c2ccccn2)n1,1,-1,0,2,5,0.2,97,0,-10,0.0
O=C(CSc1ccc(-c2ccc(Cl)cc2)nn1)Nc1ccc2c(c1)OCCO2,-16,0,-6,2,5,7.0,84,11,2,0.0
CCCCn1c(NC(=O)c2ccc(Br)o2)c(S(=O)(=O)c2ccccc2)c2nc3ccccc3nc21,-6,6,-6,-11,6,1.4,106,-5,0,0.0

Bioassay records as filed in PubChem.
